TRPC4 potent: allosterically enhances the mouse TRPC4 cation channel. HEK293 TRPC4beta/mu-opioid, DAMGO EC20, Fluo-4 Ca2+ flux; hits give high values. B-score at 10 µM. 310,000 tested, 0.42% active. Q9QUQ5;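 active = B-score of calcium response area above 5 SD of library B-scores, with initial fluorescence ratio within 5 SD of library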;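 also: B-score of integrated fluorescence ratio over time as area under calcium response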
TRPC4 agonist: opens the mouse TRPC4 cation channel. Q9QUQ5. HEK293 TRPC4beta/mu-opioid, Fluo4 calcium fluorescence; hits give high values. AID 2237. B-score at 10 µM. 310,000 tested, 0.49% active;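 active = B-score above 5 SD of library B-scores, and initial fluorescence ratio not above library mean plus 5 SD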;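 also: positive B-score marks a calcium rise read as TRPC4 activation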
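Assay system – TRPC4beta and mu-opioid receptor HEK293 stable cells · Measured by – Fluo4 fluorescence, kinetic · Schedule – dye loading 45 min room temperature, 110 s kinetic read · Read-out – B-scored integrated calcium fluorescence ratio · Controls – buffer and maximal DAMGO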
KCNK3 inh: human KCNK3 channel inhibition, primary screen. O14649. CHO-KCNK3 thallium flux, FluxOR fluorescence; hits give low values. B-score at 10 µM. 340,000 tested, 0.84% active;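 active = B-score under library mean minus 4 SD, starting fluorescence ratio at most library mean plus 5 SD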;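 also: more negative B-score means stronger inhibition of thallium flux through KCNK3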
HDAC3 inh: human HDAC3 inhibition. AID 2718. O15379. recombinant HDAC3, fluorogenic peptide/trypsin coupled, fluorescence. 320,000 tested, 0.15% active. inhibition, % at 8.3 µM; in the data active = inhibition above about 26%, passing the limit was not always enough
KCNK9 inh: inhibitors of human KCNK9 two-pore domain potassium channel; HEK293 KCNK9, FluxOR thallium flux fluorescence; hits give low values; 310,000 tested, 1.2% active; Q9NPC2; B-score at 10 µM; AID 488922;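 active = ratio B-score over 3 SD below the library mean, with starting fluorescence within 5 SD of its mean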;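 also: negative B-score means less thallium flux so channel inhibition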
Target sequence (Q9NPC2 whole entry, looked up, the tested form may be a part): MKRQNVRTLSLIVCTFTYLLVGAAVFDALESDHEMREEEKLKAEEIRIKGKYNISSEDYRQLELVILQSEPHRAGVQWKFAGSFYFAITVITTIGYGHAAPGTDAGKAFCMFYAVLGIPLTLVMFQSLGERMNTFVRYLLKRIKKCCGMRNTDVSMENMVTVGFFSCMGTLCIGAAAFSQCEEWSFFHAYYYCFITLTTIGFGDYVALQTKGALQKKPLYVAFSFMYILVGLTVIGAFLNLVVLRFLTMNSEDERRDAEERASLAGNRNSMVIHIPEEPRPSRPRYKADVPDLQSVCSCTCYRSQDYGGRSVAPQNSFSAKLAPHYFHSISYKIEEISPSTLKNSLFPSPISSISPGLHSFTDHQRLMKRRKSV
hERG rescue: compounds protecting human hERG from proarrhythmic drug block | Q12809 | CHO-hERG, FluxOR thallium flux, dofetilide IC70 present | activation (rescue from dofetilide block), less the hit threshold, % at 10 µM | 310,000 tested, 0.51% active | AID 1511;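 active = activation above the mean of controls blocked by dofetilide plus 5 SD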;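 also: thallium influx through hERG after potassium depolarization seen as dye fluorescence rise; in these data hits start at about 4.7%; inactives centre near -7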
TMEM16A inh: mouse TMEM16A channel inhibition, primary screen; Q8BHY3; HEK293 TMEM16A/YFP iodide influx fluorescence, ionomycin; normalized B-score (activity score, 25-100; higher = stronger inhibition) at 10 µM; 310,000 tested, 1.2% active; AID 588511;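 active = ratio plate-corrected score three or more library SD toward inhibition, starting fluorescence score within five deviations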;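 also: score derived from kinetic fluorescence span divided by baseline fluorescence per well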
TMEM16A act: activates or potentiates the mouse TMEM16A chloride channel | Q8BHY3 | HEK293 TMEM16A/YFP-H148Q/I152L, iodide quench fluorescence; hits give low values | B-score at 10 µM | 340,000 tested, 0.3% active | AID 623877;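 active = fluorescence-ratio B-score plate-corrected deviation score at least 3 library SD below zero, with starting fluorescence score within 5 deviations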;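 also: channel opened by trigger with iodide after compound preincubation; score built on the fluorescence ratio of max minus min over baseline; more negative score means more quench and so TMEM16A activation or potentiation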
KCNQ1 block: blocks the human KCNQ1 potassium channel; P51787; CHO-K1 KCNQ1, FluxOR thallium flux fluorescence; hits give high values; B-score at 10 µM; 310,000 tested, 1.3% active;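 active = compounds whose thallium flux B-score, printed positive for inhibition, exceeds three library SD while starting fluorescence stays within three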;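 also: channel opened by potassium depolarization with thallium stimulus after 20 min compound exposure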
Target sequence (P51787 whole entry, looked up): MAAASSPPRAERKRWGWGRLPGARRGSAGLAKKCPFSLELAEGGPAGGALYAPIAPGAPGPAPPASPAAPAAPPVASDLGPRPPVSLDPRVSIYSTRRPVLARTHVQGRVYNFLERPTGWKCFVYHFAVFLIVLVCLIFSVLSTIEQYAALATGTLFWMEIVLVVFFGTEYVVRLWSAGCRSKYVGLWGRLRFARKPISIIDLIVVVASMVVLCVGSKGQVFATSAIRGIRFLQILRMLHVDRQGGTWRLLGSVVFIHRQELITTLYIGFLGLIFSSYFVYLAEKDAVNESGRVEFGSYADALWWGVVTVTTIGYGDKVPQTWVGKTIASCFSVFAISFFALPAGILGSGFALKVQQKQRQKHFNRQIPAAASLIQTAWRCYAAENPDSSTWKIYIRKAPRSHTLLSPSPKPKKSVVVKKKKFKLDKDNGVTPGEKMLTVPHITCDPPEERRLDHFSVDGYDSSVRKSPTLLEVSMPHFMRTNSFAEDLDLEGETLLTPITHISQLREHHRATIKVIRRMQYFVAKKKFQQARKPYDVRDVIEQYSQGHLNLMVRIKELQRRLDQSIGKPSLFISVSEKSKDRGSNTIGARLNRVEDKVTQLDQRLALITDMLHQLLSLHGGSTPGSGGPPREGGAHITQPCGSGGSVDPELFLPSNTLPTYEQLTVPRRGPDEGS
Dyrk1A ADPGlo: blocks rat Dyrk1A kinase activity; ADP-Glo luminescence, NFATc1 peptide; Q63470; 310,000 tested, 0.43% active; inhibition, % at 12.5 µM; in the data active = inhibition above about 50%;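 also: plate controls were vehicle with enzyme for no effect and no enzyme for full effect; many of its hits are not listed in these tables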
KCNQ1 pot: potentiators or activators of human KCNQ1 potassium channel | P51787 | CHO-K1 KCNQ1, thallium flux FluxOR fluorescence; hits give high values | B-score at 10 µM | 310,000 tested, 0.35% active;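 active = fluorescence ratio B-score, a plate-corrected score, at least three library SD, with initial intensity B-score within 5 SD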
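Medium – assay buffer, equal DMSO in all wells · Material – CHO-K1 cell line with stable KCNQ1 potassium channel expression · Signal – kinetic FluxOR thallium fluorescence, 10-s 1-Hz baseline, 110-s post-stimulus read · Compound – single concentration per compound, DMSO matched to controls · Schedule – 37 °C overnight plating, 90-min dark dye load, 20-min compound pretreatment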
* marks the source's active call; other numbers are inactive results.

CC(=C/c1ccc(C(C)C)cc1)/C=N/NC(=O)c1ccncc1 was read as TRPC4 potent inactive, TRPC4 agonist inactive, KCNK3 inh inactive, HDAC3 inh 10, KCNK9 inh inactive, hERG rescue -12, TMEM16A inh inactive, TMEM16A act inactive, KCNQ1 block inactive, Dyrk1A ADPGlo -63 and KCNQ1 pot inactive.
Screening O=C(c1ccco1)N1CCCN(Cc2nc(-c3cccs3)no2)CC1 returned TRPC4 potent inactive, TRPC4 agonist inactive, KCNK3 inh inactive, HDAC3 inh 0, KCNK9 inh inactive, hERG rescue -6, TMEM16A inh inactive, TMEM16A act inactive, KCNQ1 block inactive and KCNQ1 pot inactive.
O=C(CC1C(=O)NCCN1Cc1cccc(Oc2ccccc2)c1)NCCc1ccncc1 (centres undefined) was read as TRPC4 potent inactive, TRPC4 agonist inactive, KCNK3 inh inactive, HDAC3 inh 0, KCNK9 inh inactive, hERG rescue -14, TMEM16A inh inactive, TMEM16A act inactive, KCNQ1 block inactive, Dyrk1A ADPGlo -14 and KCNQ1 pot inactive.
COc1ccccc1OC(C)C(=O)Nc1nc(-c2ccc(S(=O)(=O)N3CCOCC3)cc2)cs1 (centres undefined) was read as TRPC4 potent inactive, TRPC4 agonist inactive, KCNK3 inh inactive, HDAC3 inh 2, KCNK9 inh inactive, hERG rescue -4, TMEM16A inh inactive, TMEM16A act inactive, KCNQ1 block inactive, Dyrk1A ADPGlo 3 and KCNQ1 pot inactive.
For CCOc1ccc(Br)cc1/C=N/O the results were TRPC4 potent inactive, TRPC4 agonist inactive, KCNK3 inh inactive, HDAC3 inh 0, KCNK9 inh inactive, hERG rescue -5, TMEM16A inh inactive, TMEM16A act inactive, KCNQ1 block inactive, Dyrk1A ADPGlo -3 and KCNQ1 pot inactive.
`S=c1[nH]nc(-c2ccc3ccccc3n2)n1Cc1ccccc1` gave TRPC4 potent inactive, TRPC4 agonist inactive, KCNK3 inh inactive, HDAC3 inh 3, KCNK9 inh inactive, hERG rescue -4, TMEM16A inh inactive, TMEM16A act inactive, KCNQ1 block inactive, Dyrk1A ADPGlo 25 and KCNQ1 pot inactive.
Screening CCC(CC)c1nnc(NC(=O)CCc2ccccc2OC)s1 returned TRPC4 potent inactive, TRPC4 agonist inactive, KCNK3 inh inactive, HDAC3 inh 4, KCNK9 inh inactive, hERG rescue -1, TMEM16A inh inactive, TMEM16A act inactive, KCNQ1 block inactive, Dyrk1A ADPGlo -2 and KCNQ1 pot inactive.
Cc1cnc(C(=O)OCC(=O)NC(=O)NC(C)C)cn1 was read as TRPC4 potent inactive, TRPC4 agonist inactive, KCNK3 inh inactive, HDAC3 inh 6, KCNK9 inh inactive, hERG rescue -7, TMEM16A inh inactive, TMEM16A act inactive, KCNQ1 block inactive, Dyrk1A ADPGlo -5 and KCNQ1 pot inactive.
`CCN1CCN(C(c2cccs2)C(C)NS(=O)(=O)c2ccc(Br)cc2)CC1` (centres undefined) gave TRPC4 potent inactive, TRPC4 agonist inactive, KCNK3 inh inactive, HDAC3 inh 1, KCNK9 inh inactive, hERG rescue -10, TMEM16A inh inactive, TMEM16A act inactive, KCNQ1 block inactive, Dyrk1A ADPGlo 3 and KCNQ1 pot inactive.
For COc1ccc(C(=O)N2CCN(CCNC(=O)C(=O)Nc3ccc(F)cc3)CC2)cc1 the results were TRPC4 potent inactive, TRPC4 agonist inactive, KCNK3 inh inactive, HDAC3 inh 7, KCNK9 inh inactive, hERG rescue -1, TMEM16A inh inactive, TMEM16A act inactive, KCNQ1 block inactive, Dyrk1A ADPGlo -8 and KCNQ1 pot inactive.
For CC(SCc1ccccc1)C(=O)Nc1ccccc1 (centres undefined) the results were TRPC4 potent inactive, TRPC4 agonist inactive, KCNK3 inh inactive, HDAC3 inh 0, KCNK9 inh inactive, hERG rescue -5, TMEM16A inh inactive, TMEM16A act inactive, KCNQ1 block inactive, Dyrk1A ADPGlo -5 and KCNQ1 pot inactive.
Screening COCCOC(=O)C1=C(C)NC2=C(C(=O)CCC2)C1c1ccc2c(c1)OCO2 (centres undefined) returned TRPC4 potent inactive, TRPC4 agonist inactive, KCNK3 inh inactive, HDAC3 inh -10, KCNK9 inh inactive, hERG rescue 0, TMEM16A inh inactive, TMEM16A act inactive, KCNQ1 block inactive, Dyrk1A ADPGlo 12 and KCNQ1 pot inactive.
`NS(=O)(=O)c1ccc(NC(=O)CSc2cn[nH]n2)cc1` gave TRPC4 potent inactive, TRPC4 agonist inactive, KCNK3 inh inactive, HDAC3 inh -1, KCNK9 inh inactive, hERG rescue -6, TMEM16A inh inactive, TMEM16A act inactive, KCNQ1 block inactive, Dyrk1A ADPGlo 2 and KCNQ1 pot inactive.
`O=CNC1CCCc2c1[nH]c1ccc(Cl)cc21` (centres undefined) gave TRPC4 potent inactive, TRPC4 agonist inactive, KCNK3 inh inactive, HDAC3 inh 5, KCNK9 inh inactive, hERG rescue -12, TMEM16A inh inactive, TMEM16A act inactive, KCNQ1 block inactive, Dyrk1A ADPGlo 17 and KCNQ1 pot inactive.
For CCCC(C(=O)NC(C)(C)C)N(CC1CCCO1)C(=O)CNS(=O)(=O)c1ccc(F)cc1 (centres undefined) the results were TRPC4 potent inactive, TRPC4 agonist inactive, KCNK3 inh inactive, HDAC3 inh -4, KCNK9 inh inactive, hERG rescue -5, TMEM16A inh inactive, TMEM16A act inactive, KCNQ1 block inactive, Dyrk1A ADPGlo -9 and KCNQ1 pot inactive.
Cc1ccccc1CS(=O)(=O)c1ccc(C(=O)N2CCC(C)CC2)cc1[N+](=O)[O-] was read as TRPC4 potent inactive, TRPC4 agonist inactive, KCNK3 inh inactive, HDAC3 inh -2, KCNK9 inh inactive, hERG rescue -6, TMEM16A inh inactive, TMEM16A act inactive, KCNQ1 block inactive, Dyrk1A ADPGlo 0 and KCNQ1 pot inactive.
`CCc1cc(=O)oc2cc(OCC(=O)NCCCN3CCOCC3)c(Cl)cc12` gave TRPC4 potent inactive, TRPC4 agonist inactive, KCNK3 inh inactive, HDAC3 inh -6, KCNK9 inh inactive, hERG rescue -11, TMEM16A inh inactive, TMEM16A act inactive, KCNQ1 block inactive, Dyrk1A ADPGlo -3 and KCNQ1 pot inactive.
For COc1ccc(/C=N/n2cnnc2SCc2ccc(OC)cc2)cc1 the results were TRPC4 potent inactive, TRPC4 agonist inactive, KCNK3 inh inactive, HDAC3 inh 5, KCNK9 inh inactive, hERG rescue -5, TMEM16A inh inactive, TMEM16A act inactive, KCNQ1 block inactive, Dyrk1A ADPGlo 18 and KCNQ1 pot inactive.
Screening COCCn1c(SCC(=O)N2CCCCCC2)nc2c([nH]c3ccccc32)c1=O returned TRPC4 potent inactive, TRPC4 agonist inactive, KCNK3 inh inactive, HDAC3 inh 4, KCNK9 inh inactive, hERG rescue -8, TMEM16A inh inactive, TMEM16A act inactive, KCNQ1 block inactive, Dyrk1A ADPGlo -1 and KCNQ1 pot inactive.
Screening Cc1ccc2c(C)c(C(=O)NCC(C)(C)N3CCOCC3)oc2c1C returned TRPC4 potent inactive, TRPC4 agonist inactive, KCNK3 inh inactive, HDAC3 inh 2, KCNK9 inh inactive, hERG rescue -4, TMEM16A inh inactive, TMEM16A act inactive, KCNQ1 block inactive, Dyrk1A ADPGlo -3 and KCNQ1 pot inactive.
For CCOc1cccc(C(=O)Nc2cccnc2)c1 the results were TRPC4 potent inactive, TRPC4 agonist inactive, KCNK3 inh inactive, HDAC3 inh -8, KCNK9 inh inactive, hERG rescue -6, TMEM16A inh inactive, TMEM16A act inactive, KCNQ1 block inactive, Dyrk1A ADPGlo 14 and KCNQ1 pot inactive.
CCCC1=C(C(=O)OCC)C(c2cc(Cl)cc(OC)c2OCc2ccccc2)NC(=O)N1 (centres undefined) was read as TRPC4 potent inactive, TRPC4 agonist inactive, KCNK3 inh inactive, HDAC3 inh 17, KCNK9 inh inactive, hERG rescue -10, TMEM16A inh inactive, TMEM16A act inactive, KCNQ1 block inactive, Dyrk1A ADPGlo -4 and KCNQ1 pot inactive.
Screening CC1CCN(S(=O)(=O)c2ccc3c(c2)N(CC(=O)NCCCN2CCCC(C)C2)C(=O)CS3)CC1 (centres undefined) returned TRPC4 potent inactive, TRPC4 agonist inactive, KCNK3 inh inactive, HDAC3 inh 7, KCNK9 inh inactive, hERG rescue -1, TMEM16A inh inactive, TMEM16A act inactive, KCNQ1 block inactive, Dyrk1A ADPGlo 2 and KCNQ1 pot inactive.
For O=C1C2C3C=CC(C4CC34)C2C(=O)N1/N=C/c1ccc(-c2cccc([N+](=O)[O-])c2)o1 (centres undefined) the results were TRPC4 potent inactive, TRPC4 agonist inactive, KCNK3 inh inactive, HDAC3 inh 8, KCNK9 inh inactive, hERG rescue -2, TMEM16A inh inactive, TMEM16A act inactive, KCNQ1 block inactive, Dyrk1A ADPGlo 3 and KCNQ1 pot inactive.
Screening Cc1ccc(NC(=O)C2CC(=O)n3ncnc3N2)cc1C (centres undefined) returned TRPC4 potent inactive, TRPC4 agonist inactive, KCNK3 inh inactive, HDAC3 inh -1, KCNK9 inh inactive, hERG rescue -14, TMEM16A inh inactive, TMEM16A act inactive, KCNQ1 block inactive and KCNQ1 pot inactive.
CC1=C(C)SC(=C(C#N)c2nnc(N3CCOCC3)n2-c2ccccc2)S1 was read as TRPC4 potent inactive, TRPC4 agonist inactive, HDAC3 inh 0, KCNK9 inh inactive, hERG rescue -4, TMEM16A inh inactive, KCNQ1 block inactive and KCNQ1 pot inactive.
Screening CCN1CCN(CCCNC(=O)Cn2cc3c(n2)CCCC3)CC1 returned TRPC4 potent inactive, TRPC4 agonist inactive, KCNK3 inh inactive, HDAC3 inh -6, KCNK9 inh inactive, hERG rescue -5, TMEM16A inh inactive, TMEM16A act inactive, KCNQ1 block inactive, Dyrk1A ADPGlo -3 and KCNQ1 pot inactive.
COc1ccc(C=O)cc1OC(=O)C1(C)Cc2ccccc2C(=O)O1 (centres undefined) was read as TRPC4 potent inactive, TRPC4 agonist inactive, KCNK3 inh inactive, HDAC3 inh -2, KCNK9 inh inactive, hERG rescue -17, TMEM16A inh inactive, TMEM16A act inactive, KCNQ1 block inactive, Dyrk1A ADPGlo -8 and KCNQ1 pot inactive.

Only part of the results is shown, so the mix of outcomes need not match the whole.
